M. tuberculosis GlmU: inhibition of mycobacterial GlmU enzyme – biochemical, glucosamine-1-phosphate acetyltransferase (AID 1376); M. tuberculosis GlmU acetyltransferase enzyme assay; higher % means a stronger effect; Bifunctional protein GlmU (Mycobacterium tuberculosis (strain ATCC 25618 / H37Rv)); actives 0.25% (n = 220,000); inhibition, %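 (tested at 30 µM in the primary screen)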, or IC50 in µM where a hit was titrated; in the data active = inhibition above about 13%;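 also: 0% = complete reaction with vehicle and 100% = reaction without substrate; strong numbers were not always called active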
RmlCD inh 1536: M. tuberculosis RmlC/RmlD coupled enzyme inhibitors, primary screen, biochemical, compound mixtures, 384-well, from 1536-well plates | AID 1533, 2009 | actives 0.03% (n = 160,000) | inhibition, % at 3.6 µM | dTDP-4-dehydrorhamnose reductase (Mycobacterium tuberculosis (strain ATCC 25618 / H37Rv)) … | RmlC+RmlD coupled enzyme assay, percent inhibition; primary screen in compound mixtures; in the data active = inhibition mostly above about 34%, no sharp cut-off; also: some results filed as inactive read as strong as hits
Target sequence (P9WH09 whole entry, looked up): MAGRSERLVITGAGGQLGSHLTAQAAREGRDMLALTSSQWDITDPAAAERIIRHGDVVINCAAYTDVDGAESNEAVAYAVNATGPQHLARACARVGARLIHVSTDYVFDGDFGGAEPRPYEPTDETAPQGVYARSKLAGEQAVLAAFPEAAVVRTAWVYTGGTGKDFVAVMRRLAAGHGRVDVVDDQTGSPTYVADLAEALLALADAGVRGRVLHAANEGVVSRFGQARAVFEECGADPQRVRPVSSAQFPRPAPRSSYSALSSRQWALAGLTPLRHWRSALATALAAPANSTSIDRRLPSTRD
Target sequence (P9WH11 whole entry, looked up): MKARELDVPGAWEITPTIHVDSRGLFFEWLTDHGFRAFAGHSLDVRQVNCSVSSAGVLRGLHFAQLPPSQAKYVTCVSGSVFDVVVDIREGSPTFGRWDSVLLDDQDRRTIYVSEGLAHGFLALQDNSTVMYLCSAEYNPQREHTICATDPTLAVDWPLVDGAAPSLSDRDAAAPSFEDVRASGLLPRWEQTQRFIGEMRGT
Active calls of the source: *; . = not tested or not shown; & = joins results of further samples.

SMILES	M. tuberculosis GlmU	RmlCD inh 1536
O=C1NC(=O)N(Cc2ccccc2)C(=O)/C1=C/N1CCCc2ccccc21	-0.4%	2
CC(C)c1nnc(NC(=O)c2ccc(N3C(=O)CCC3=O)cc2)s1	1.5%	5
CC1Cc2ccccc2N1C(=O)CSc1nnc(-c2ccccc2)c(-c2ccccc2)n1 (centres undefined)	5.7%	.
N#CCCSc1ccccc1NC(=O)c1ccc(S(=O)(=O)N2CCCC2)cc1	2.4%	-9
O=C(CN(Cc1ccccc1)S(=O)(=O)c1ccc2c(c1)OCCO2)N/N=C/c1cccc(Br)c1	-1.4%	2
COc1ccc(C(C#N)Nc2ccccc2C)cc1 (centres undefined)	3.0%	.
Cn1cnnc1-c1cccc(NS(=O)(=O)c2ccc(N3CCCC3=O)cc2)c1	3.6%	.
CCOC(=O)c1ccc(NC(=O)Nc2ncc(Cl)cc2Cl)cc1	-0.2%	4
O=C(CSc1nc(O)c(C2CCCCC2)c(=O)[nH]1)NCC1CCCO1 (centres undefined)	-3.8%	8
COc1cccc(/C=N/NC(=O)CNC(=O)c2ccc(S(=O)(=O)N3CCCC3)cc2)c1OC	-2.2%	3
O=C(c1ccco1)c1coc2c1cc(O)c1ccccc12	0.9%	.
CC(=O)Nc1cccc(NC(=O)Nc2ccc(F)cc2F)c1	-0.6%	3
Cc1nnc(NC(=O)CSc2nnc(CCc3nc4ccccc4[nH]3)n2C)s1	-1.4%	.
COc1cccc2sc(Nc3nc4ccc(NC(C)=O)cc4s3)nc12	2.0%	10
CCN1CCc2nc3ccccc3c(C(=O)Nc3ccc(C#N)cc3)c2C1	-6.4%	6
Cc1cccc(-n2ncc3c(NCCc4ccc(S(N)(=O)=O)cc4)ncnc32)c1	-2.2%	10
COc1cc(C(=O)NCc2nnc(SCC(=O)Nc3nc4ccc(C)cc4s3)o2)cc(OC)c1OC	1.9%	-6
O=C(CCC(=O)c1ccc(F)cc1)Nc1cccc(S(=O)(=O)Nc2cccc(Cl)c2)c1	2.8%	-11
CCOC(=O)c1c(N)sc2c(O)c(Br)ccc12	4.5%	-3
O=C1c2cccc3c([N+](=O)[O-])ccc(c23)C(=O)N1c1nccs1	-1.0%	.
COC(=O)c1ccc(NC(=S)NCC2CC2)cc1	1.0%	6
Cc1ccc(NC(=O)C2C3C=CC4(CN(Cc5cccnc5)C(=O)C24)O3)cc1 (centres undefined)	3.4%	.
O=C(NNS(=O)(=O)c1ccccc1)C1CCN(S(=O)(=O)c2ccc(Cl)cc2)CC1	3.7%	4
CNc1nc(-c2ccccc2)nc(-c2ccc(OC)cc2)c1C#N	1.8%	3
CCc1ccc(N2CC(C(=O)Nc3nccs3)CC2=O)cc1 (centres undefined)	3.1%	.
O=C1c2ccccc2C(=O)C1c1ccnc2ccccc12	2.9%	.
CN1N=C(C(C)(C)C)CSC1=Nc1ccccc1	4.7%	.
O=C(N/N=C/c1cccs1)c1cccc(S(=O)(=O)Nc2ccc(Cl)cc2)c1	2.7%	-11
COc1cccc(OC)c1C(=O)Nn1c(-c2cccc(C)c2)nc2ccccc2c1=O	-0.7%	.
C=CC[n+]1c(-c2ccc(OCC)cc2)csc1NNC(=O)Nc1ccccc1	-4.6%	.
S=C(NCC1CCCO1)Nc1cccc(Cl)c1 (centres undefined)	8.3%	-5
O=C(O)CCC(=O)NNc1ncnc2ccccc12	1.4%	-11
CNC(=S)NNC(=O)c1oc2nc(-c3ccccc3)cc(-c3ccco3)c2c1N	-6.3%	14
Cc1sc2nc(CSc3ccccc3)nc(N3CCC(C(N)=O)CC3)c2c1C	-7.4%	3
CC(C)N1C(=O)S/C(=C/c2ccccc2OCc2ccc(C(=O)O)cc2)C1=O	4.1%	-11
CCOC(=O)NNC(=O)NCCCCCCNC(=O)NNC(=O)OCC	-4.4%	5
COc1cccc(/C=C/C(=O)NCc2cn3cc(Cl)ccc3n2)c1	2.5%	-11
COc1ccc2c(=O)c(-c3ccccc3)coc2c1	2.1%	5
O=C(O)c1ccc2c(=O)n3c(nc2c1)/C(=C/c1cccc(Cl)c1Cl)CCCC3	2.2%	0
Cc1onc(-c2c(Cl)cccc2Cl)c1C(=O)N1CCc2ccccc21	-1.8%	6
NC(=O)C1(c2ccccc2)CCC(=O)N1c1ccccc1 (centres undefined)	2.6%	5
COc1cccc(NC(=O)C(=O)N2CCOCC2)c1	-4.2%	.
O=C(CSc1ncnc2ccccc12)NCc1ccco1	5.7%	-4
CP(C)(=O)CCP(=O)(c1ccccc1)c1ccccc1	6.0%	10
COc1cccc(C(=O)OCC(=O)Nc2cc(C)c(C)cc2[N+](=O)[O-])c1	-1.0%	-4
CNc1ccc([N+](=O)[O-])cc1-c1nc2ccccc2[nH]c1=O	2.7%	-9
C[C@H](NC(=O)c1ccccc1Cl)C(=O)OCCOc1cccc(Cl)c1	2.1%	-5
CC(=O)N1CCN(c2ccc(S(=O)(=O)NCCN(C(C)C)C(C)C)cc2[N+](=O)[O-])CC1	0.7%	7
CCOC(=O)c1ccccc1NC(=O)CSc1nccn1C	-1.5%	.
CCCc1nc2sc3c(=O)n(N)cnc3c2c2c1CCCC2	1.7%	-11

(more compounds)
SMILES	M. tuberculosis GlmU	RmlCD inh 1536
CC(C)COP(=O)(c1ccc(N(C)C)cc1)C(O)c1cccnc1 (centres undefined)	1.0%	3
CS(=O)(=O)N1CCc2cc(S(=O)(=O)N3CCN(Cc4ccc5c(c4)OCO5)CC3)ccc21	2.1%	.
CCOC(=O)c1cc2c(n(-c3ccc(Cl)cc3)c1=O)CCCC2=O	-9.3%	16
CC(C)(C)C(=O)Cn1c(=N)n(Cc2ccccc2Cl)c2ccccc21	-0.4%	.
CCN1CCN(c2cc(=O)n(Cc3ccc(F)cc3)c(=O)[nH]2)CC1	-1.6%	11
O=C(Nc1ncnc2sc3c(c12)CCCC3)c1ccncc1	0.5%	3
CCCCOC(=O)CSc1nc2c(cc1C#N)C(=O)CC(C)(C)C2	6.4%	4
COCc1c(C(=O)OCC(=O)N2c3ccccc3CC2C)oc2ccccc12 (centres undefined)	-0.1%	6
CCNC(=O)COC(=O)c1cc(C)n(-c2ccccc2)c1C	1.9%	6
COc1ccc(C(=O)NC2(C(F)(F)F)C(=O)Nc3c2c(=O)[nH]c(=O)n3CCc2ccc(OC)c(OC)c2)cc1 (centres undefined)	-0.4%	.
CCOc1ccc(CN2CCN(Cc3cccc4c3OCO4)CC2CCO)cc1 (centres undefined)	2.4%	85
COC(=O)c1sccc1NC(=O)Cn1nnc(-c2ccccc2C)n1	.	-14
Cc1cccc(NC(=O)CCC(=O)NCCO)c1	-4.9%	.
CN1CCN(C(=S)c2cn(CCOc3ccccc3F)c3ccccc23)CC1	-4.0%	7
COC(=O)CN(c1ccccc1OC)S(=O)(=O)c1ccccc1	-3.8%	-5
CC(C)CNC(=O)c1cccc(NC(=O)C2CCCO2)c1 (centres undefined)	0.4%	8
COc1ccc(Nc2oc(COc3cccc(C)c3)nc2C#N)cc1	2.4%	17
Cc1ccc(C)c(OCc2nnc(N)s2)c1	1.9%	.
CC(C(=O)N(C1CC1)C1(C(=O)Nc2ccccc2)CCCC1)N1C(=O)c2ccccc2C1=O (centres undefined)	-1.5%	-6
O=C(NCCCN1CCc2ccccc2C1)Nc1ccc(Cl)cc1	-4.6%	-2
O=[N+]([O-])c1cccc(Nc2nc(Cl)nc(Cl)n2)c1	-1.5%	9
c1ccc(-c2cnc(-c3cccnc3)o2)cc1	-1.0%	16
O=C1NCCN(Cc2ccoc2)C1CC(=O)N(CCO)Cc1ccccc1 (centres undefined)	2.8%	.
CCOC(=O)C1CCN(c2c(N3CCCCCC3)c(=O)c2=O)CC1	8.0%	.
CCOC(=O)c1sc2ncn(CC(=O)N(CC)CC)c(=O)c2c1C	4.2%	10
CCC(=O)OC1(c2cccc(C)c2)CC(C)N(C)CC1C (centres undefined)	-0.7%	7
O=C(Cn1cnc([N+](=O)[O-])n1)N/N=C/c1ccc2ccccc2c1	-0.6%	79
CC(C)(C)NC(=O)c1ccccc1-c1nc(-c2ccccc2Cl)no1	-3.0%	.
CC12CN3CC(C)(CN(C1)C3c1ccc3c(c1)OCO3)C2 (centres undefined)	1.9%	6
CC(=O)Nc1ccccc1-c1nc2ccc(C(=O)N3CCN(c4cc(C)ccc4C)CC3)cc2[nH]c1=O	-3.8%	9
COc1ccc(NCc2nnc(SCc3ccc(Cl)cc3)n2-c2ccccc2)cc1	2.7%	.
O=C(CSc1nc2c(c(=O)[nH]1)CCC2)Nc1cccc(Cl)c1	3.5%	-3
Fc1ccc(/C=N/NC(=S)Nc2ccc(Cl)cc2)cc1F	0.6%	-12
CC(=O)n1c2c(c3ccccc31)OC(N)=C(C#N)C2c1ccc(C(C)C)cc1 (centres undefined)	-1.1%	18
CCCNC(=O)c1ccc2c(=O)n3c(-c4ccc(C)cc4)csc3nc2c1	7.5%	-9
Cc1cc2nc(-c3ccccn3)c(-c3ccccn3)nc2cc1C	-0.2%	16
Cc1ccc(NC(=O)CSc2n[nH]c(N)n2)cc1S(=O)(=O)N1CCOCC1	-1.1%	.
CCN1C(=O)S/C(=C/c2ccc(Sc3nc4ccccc4[nH]3)o2)C1=O	-0.2%	-7
COc1cccc2cc(-c3cn4cccc(C)c4n3)c(=O)oc12	1.4%	.
CCCCOc1ccc(C(=O)OC2CC(C)N(C)CC2C)cc1 (centres undefined)	-4.5%	7
CSc1c[n+]2c(n1C)CCC2	1.7%	-10
CC1CCN(S(=O)(=O)N2CCC(C(=O)NCc3ccc4c(c3)OCO4)CC2)CC1	0.9%	.
Cc1onc(-c2ccccc2)c1C(=O)NNC(=S)NC(=O)/C=C/c1cccs1	-8.3%	7
Cc1ccc2cc(C)c3nnc(SCC(=O)Nc4nc5c(s4)CCCC5)n3c2c1	-2.2%	.
CN(Cc1ccccc1)c1cc(Cl)nc(N)n1	1.7%	-14
Cc1ccc(-n2c(C)cc(C(=O)COC(=O)c3c(C)noc3C)c2C)cc1	2.5%	57
O=c1c2ccccc2n(CC(O)CN2CCCCC2)c2ccccc12 (centres undefined)	-1.2%	10
Nc1cncc(C(=O)O)c1	5.8%&-2.8%	-1&-9
CCCC(=O)Nc1cc(OC)c(OC)cc1C(=O)O	-4.7%	-10
COc1cccc(CN2CCN(Cc3cccc4c3OCO4)CC2CCO)c1 (centres undefined)	7.5%	.

(more compounds)
SMILES	M. tuberculosis GlmU	RmlCD inh 1536
CSC1=N/C(=C\c2c(F)cccc2Cl)C(=O)S1	0.8%	6
COc1ccc(-c2c(-c3ccc(O)cc3O)n[nH]c2C(F)(F)F)cc1	5.4%	43
O=C(CN1CCOCC1)N/N=C/c1ccc(-c2cccc(Cl)c2Cl)o1	8.3%	9
c1cnc2ccc3ncccc3c2c1	3.3%	3
CC(=O)Nc1cccc(Oc2cc(C#N)c(C#N)cc2N2CCCCCC2)c1	-3.4%	6
COc1ccc(S(=O)(=O)N2CCN(c3ccccc3)CC2)cc1	2.9%	-7
O=C(Nc1ccccc1Cl)NC1(C(=O)N2CCCC2)CCCCC1	0.3%	.
Cn1c(=O)cc(SCC(=O)NCCC2=CCCCC2)c2ccccc21	5.2%	-10
Cc1ccc(OC(=O)c2ccccc2C(=O)OCC(F)(F)C(F)F)cc1	-0.3%	100
CCCS(=O)(=O)c1c(S(=O)(=O)CCC)c2c(N)cccn2c1C(=O)c1ccc(Br)cc1	-1.8%	.
COc1ccc(C(=O)N2CCCC2)cc1	5.0%	.
N=C1C(c2ccccc2)=C(O)CN1c1ccccc1N1CCOCC1	-3.8%	.
O=CC1=C(N2CCOCC2)/C(=C/c2ccc(Cl)cc2)CC1	3.7%	7
O=C(NCc1ccc(F)cc1)c1cccc(S(=O)(=O)N2CCCC2)c1	-1.3%	.

These rows are one share of the data; rates above refer to the full screens.
